hERG rescue – hERG (human) protection from proarrhythmic block | activation (rescue from dofetilide block), less the hit threshold, % at 10 µM | AID 1511 | CHO-hERG, FluxOR thallium flux, dofetilide IC70 present | hit rate 0.51% among 310,000;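 active means activation above the mean of controls blocked by dofetilide plus 5 SD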;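 further: thallium influx through hERG after potassium depolarization seen as dye fluorescence rise; in these data hits start at about 4.7%; inactives centre near -7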
GSK3B inh – inhibitors of human GSK3beta kinase. P49841. GST-GSK3beta kinase, ADP-Glo luminescence, 60 min; hits give low values. activity score (negative = inhibition), % at 10 µM. hit rate 0.038% among 300,000;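 active means more than half of replicate wells score below -50%, meaning over 50% inhibition versus plate controls; inconclusive means some replicates but at most half score below -50%; inactive means no replicate scores below -50%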;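 further: 0% = median DMSO wells and -100% = median GW8510 positive control wells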
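Test system: GST-tagged human GSK3beta kinase, cell-free; evaluation: activity score scaled between in-plate DMSO and GW8510 controls; measured by: ADP-Glo luminescence; incubation: 60 min reaction, RT; benchmarks: DMSO and 20 µM GW8510; reagent: peptide substrate plus 25 µM ATP (final); medium: Tris/MgCl2 kinase buffer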
RGS4 pot – potentiators or activators of RGS4; HEK293 M3R/inducible RGS4, carbachol calcium flux Fluo4; hits give low values; B-score at 10 µM; hit rate 0.92% among 310,000;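 active means B-score of the integrated calcium signal more than 4 SD below the library mean, with starting fluorescence not abnormally high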;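 further: negative B-score means reduced calcium response which marks RGS4 activation or potentiation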
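Detection: kinetic calcium fluorescence imaging with Fluo4-AM dye, 2 µM / Material: HEK293 cells with stable M3R and inducible RGS4 / Schedule: recording 10 s baseline at 1 Hz, 100 s post-agonist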
GSK3A inh – blocks human GSK-3 alpha kinase | ADP-Glo luminescence, 60 min | inhibition, % at 10 µM | P49840 | hit rate 0.1% among 320,000;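 in the data active means inhibition above about 50%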;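 further: GST-tagged GSK-3 alpha with peptide substrate and 25 µM ATP; 0% = DMSO neutral wells and 100% = GW8510 positive control wells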
PolyA inh – yeast polyadenylation inhibition; S. cerevisiae SKY197-pL101 polyadenylation reporter, beta-gal luminescence; efflux-impaired pdr1/pdr3 knockout yeast; score 100 = 6 SD above DMSO; calls only at 12 µM; hit rate 0.02% among 300,000;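 active means lowest replicate activity score at least 50, where 100 means six control SD above control mean; inconclusive means lowest score under 50 but half or more replicates reach 50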;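 further: yeast exposed to compound for 9 h at 30 °C; higher score means more reporter readthrough which indicates perturbed polyadenylation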
KCNQ1 inh – inhibitors of human KCNQ1 potassium channel | hit rate 1.3% among 310,000 | AID 2642 | B-score at 10 µM | CHO-K1 KCNQ1, FluxOR thallium flux fluorescence; hits give high values | P51787;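 active means compounds whose thallium flux B-score, printed positive for inhibition, exceeds three library SD while starting fluorescence stays within three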;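 further: channel opened by potassium depolarization with thallium stimulus after 20 min compound exposure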
Target sequence (P51787 whole entry, looked up): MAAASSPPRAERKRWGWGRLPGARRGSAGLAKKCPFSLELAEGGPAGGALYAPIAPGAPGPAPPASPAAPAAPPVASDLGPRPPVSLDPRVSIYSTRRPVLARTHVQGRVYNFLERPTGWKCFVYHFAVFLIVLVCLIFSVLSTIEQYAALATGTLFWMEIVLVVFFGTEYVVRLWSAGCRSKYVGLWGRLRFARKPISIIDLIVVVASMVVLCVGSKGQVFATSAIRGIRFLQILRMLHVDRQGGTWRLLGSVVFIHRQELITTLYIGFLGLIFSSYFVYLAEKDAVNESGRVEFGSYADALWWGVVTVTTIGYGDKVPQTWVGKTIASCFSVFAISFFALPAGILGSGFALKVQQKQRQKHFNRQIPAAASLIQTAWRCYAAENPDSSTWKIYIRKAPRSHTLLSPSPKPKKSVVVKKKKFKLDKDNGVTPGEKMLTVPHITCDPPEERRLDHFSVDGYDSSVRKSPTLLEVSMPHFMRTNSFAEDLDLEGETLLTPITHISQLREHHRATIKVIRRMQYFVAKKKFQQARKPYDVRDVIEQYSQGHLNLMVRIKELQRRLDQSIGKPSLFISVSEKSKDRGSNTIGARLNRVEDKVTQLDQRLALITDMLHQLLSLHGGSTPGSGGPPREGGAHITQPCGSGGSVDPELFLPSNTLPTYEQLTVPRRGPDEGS
Dyrk1A ADPGlo – blocks rat Dyrk1A kinase activity | Q63470 | ADP-Glo luminescence, NFATc1 peptide | inhibition, % at 12.5 µM | hit rate 0.43% among 310,000 | AID 504441; in the data active means inhibition above about 50%;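 further: plate controls were vehicle with enzyme for no effect and no enzyme for full effect; many of its hits are not listed in these tables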
KCNK3 block – human KCNK3 channel inhibition, primary screen | B-score at 10 µM | AID 602410 | hit rate 0.84% among 340,000 | CHO-KCNK3 thallium flux, FluxOR fluorescence; hits give low values | O14649;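 active means B-score under library mean minus 4 SD, starting fluorescence ratio at most library mean plus 5 SD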;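 further: more negative B-score means stronger inhibition of thallium flux through KCNK3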
Target sequence (O14649 whole entry, looked up): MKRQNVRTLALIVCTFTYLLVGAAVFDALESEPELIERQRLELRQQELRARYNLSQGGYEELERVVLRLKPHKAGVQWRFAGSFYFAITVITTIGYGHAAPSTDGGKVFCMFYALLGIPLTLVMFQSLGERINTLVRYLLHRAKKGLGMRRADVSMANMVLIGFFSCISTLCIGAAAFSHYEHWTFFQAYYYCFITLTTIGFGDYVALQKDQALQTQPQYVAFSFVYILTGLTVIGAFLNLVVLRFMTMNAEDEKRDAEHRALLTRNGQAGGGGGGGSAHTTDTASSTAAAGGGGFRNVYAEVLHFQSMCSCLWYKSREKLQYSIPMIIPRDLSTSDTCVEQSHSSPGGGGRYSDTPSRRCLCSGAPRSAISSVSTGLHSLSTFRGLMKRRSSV
HDAC3 inhib – blocks human histone deacetylase 3; recombinant HDAC3, fluorogenic peptide/trypsin coupled, fluorescence; inhibition, % at 8.3 µM; hit rate 0.15% among 320,000; in the data active means inhibition above about 26%, passing the limit was not always enough; inconclusive means no clear call, values can overlap the other calls
KCNQ1 pot – human KCNQ1 channel potentiation or activation. P51787. CHO-K1 KCNQ1, thallium flux FluxOR fluorescence; hits give high values. B-score at 10 µM. hit rate 0.35% among 310,000. AID 2648;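 active means fluorescence ratio B-score, a plate-corrected score, at least three library SD, with initial intensity B-score within 5 SD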
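System: Stable KCNQ1 CHO-K1 line | Incubation: 90 min dye loading and 20 min compound exposure, both at room temperature | Measure: Ratio B score | Medium: Assay buffer for compound exposure, DMSO matched across wells | Compound dosing: Single-concentration screen | Probe or stimulus: K+/Tl+ depolarizing stimulus | Measured by: Kinetic FluxOR fluorescence, 10 s baseline plus 110 s post-stimulus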
KCNK9 inh – inhibitors of human KCNK9 two-pore domain potassium channel; Q9NPC2; HEK293 KCNK9, FluxOR thallium flux fluorescence; hits give low values; B-score at 10 µM; hit rate 1.2% among 310,000;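 active means ratio B-score over 3 SD below the library mean, with starting fluorescence within 5 SD of its mean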;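 further: negative B-score means less thallium flux so channel inhibition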
* marks the source's active call; other numbers are inactive results; i = inactive; ? = inconclusive; . = not tested or not shown.

No.	compound	Dyrk1A ADPGlo	KCNK9 inh	PolyA inh	RGS4 pot	KCNQ1 inh	GSK3B inh	KCNK3 block	GSK3A inh	KCNQ1 pot	hERG rescue	HDAC3 inhib
1	COc1ccc(CN2CCN(C(=O)c3cc(-c4cccnc4)nc4ccc(Cl)cc34)CC2)c(OC)c1OC	.	i	i	i	i	3	i	1	i	-14	3
2	C=CCN1C(=O)c2ccc(C(=O)OCC(=O)Nc3ccc(S(N)(=O)=O)cc3)cc2C1=O	-1	i	i	i	i	-3	i	0	i	-10	-2
3	CC(C)Sc1cc(N2CCCC2)nc(-c2ccccc2Cl)n1	8	i	i	i	i	3	i	-1	i	-7	4
4	CC(C)C1CC(CCNCc2ccc3c(c2)OCO3)(c2ccccc2)CCO1 (centres undefined)	-1	i	i	i	i	-3	i	1	i	-16	11
5	O/N=C(/Cc1ccccn1)c1ccccc1	1	i	i	i	i	1	i	-2	i	-3	0
6	CCOC(=O)C(CC(C)C)CP(=O)(O)CNC(=O)OCc1ccccc1 (centres undefined)	4	i	i	i	i	3	i	-4	i	-5	5
7	CC(=O)c1cccc(NC(=O)C(=O)Nc2cccc3ccccc23)c1	-2	i	i	i	i	0	i	-3	i	5.2*	-10
8	CCOC(=O)c1ccc(S(=O)(=O)N2CC(=O)Nc3ccccc32)cc1	9	i	i	i	i	1	i	0	i	-1	5
9	N#C/C(=C\Nc1ccccc1O)c1nc2ccccc2o1	-1	i	i	i	i	0	i	1	i	-6	13
10	Cc1ccc(-c2nsc(SCC(=O)NCC3CCCO3)n2)cc1 (centres undefined)	-2	i	i	i	i	0	i	7	i	-8	10
11	COc1ccc(CCNCC(O)COc2ccc(OC)cc2C(C)(C)C)cc1 (centres undefined)	-1	i	i	i	i	-2	i	3	i	-10	?
12	CCOC(=O)/C(C#N)=C/c1cn(CCC(=O)O)nc1-c1ccc(OC)cc1	-5	i	i	i	i	0	i	-2	i	-8	3
13	CCNC(=O)C12CCC(C)(C(=O)O1)C2(C)C (centres undefined)	-8	i	i	i	i	-1	i	3	i	-17	-13
14	CCn1nc(C(=O)Nc2ccccc2N2CCCC2)c2ccccc2c1=O	11	i	i	-8.7*	i	1	i	2	i	-24	-1
15	Fc1ccc(-n2[nH]nnc2=S)cc1N1CCCC1	-1	i	i	i	i	1	i	-6	i	-2	-2
16	COc1ccc(-c2n[nH]c(C)c2-c2cscn2)c(O)c1	-15	i	i	i	i	0	i	.	i	-8	1
17	COc1ccc(CN2[C@@H](CC(=O)O)c3cc(C(F)(F)F)ccc3S2(=O)=O)cc1	3	i	i	i	i	5	i	-2	i	6.4*	3
18	Cc1cc(NO)c(C(C)C)cc1N=O	16	i	i	i	i	0	i	-2	i	-7	3
19	CCCNC(=S)N1CCC(n2cnc3ccccc32)CC1	-5	i	i	i	i	-2	i	-3	i	-2	1
20	Fc1cc(F)c2nc(N3CCCC3)sc2c1	.	i	i	i	i	-4	i	-3	i	-3	-4
21	CCCN(CC1CC1)C(=S)NC(=O)C1CC1	0	i	i	i	i	3	i	-6	i	-6	-7
22	O=C(NCc1ccccc1)C1CCCN1C(=O)Nc1ccccc1[N+](=O)[O-] (centres undefined)	-15	i	i	i	i	-17	i	-1	i	-7	2
23	Cc1cc(CN(C)Cc2cn(C)nc2-c2ccc(Oc3ccccc3)cc2)on1	10	i	i	i	i	3	i	-2	i	-15	3
24	Cc1nnc(NC(=O)C2C3C=CC(O3)C2C(=O)O)s1 (centres undefined)	.	i	i	i	i	-4	.	-4	i	0	-8
25	O=C(CCC(=O)Nc1cc(C(F)(F)F)ccc1Cl)N/N=C\c1cc([N+](=O)[O-])ccc1O	0	i	i	i	i	2	i	-2	i	-10	10
26	Cn1c(N)c(C(=O)COC(=O)c2cccs2)c(=O)n(C)c1=O	4	i	i	i	i	2	i	-1	i	-2	2
27	COc1ccc(Cn2nnnc2C(CC(C)C)N2CCN(c3ccccc3)CC2)cc1 (centres undefined)	-1	i	i	i	i	-9	-9*	-2	i	-11	-3
28	CC1N(C(=O)N2CCOCC2)CCN1S(=O)(=O)c1cccc(C(F)(F)F)c1 (centres undefined)	-2	i	i	i	i	0	i	-2	i	0	4
29	Cc1ccc(SC[C@H](CC(C)C)N2CCN(CCc3ccccc3)CCC2=O)cc1	2	i	i	i	i	0	i	.	i	-21	.
30	CCOC(=O)c1ccc(NC(=S)Nc2ccc(Cl)cn2)cc1	2	i	i	i	i	1	i	-1	i	0	0

An excerpt from above in order of heavy-atom count, descending.
No.	compound	Dyrk1A ADPGlo	KCNK9 inh	PolyA inh	RGS4 pot	KCNQ1 inh	GSK3B inh	KCNK3 block	GSK3A inh	KCNQ1 pot	hERG rescue	HDAC3 inhib
1	COc1ccc(CN2CCN(C(=O)c3cc(-c4cccnc4)nc4ccc(Cl)cc34)CC2)c(OC)c1OC	.	i	i	i	i	3	i	1	i	-14	3
11	COc1ccc(CCNCC(O)COc2ccc(OC)cc2C(C)(C)C)cc1 (centres undefined)	-1	i	i	i	i	-2	i	3	i	-10	?
12	CCOC(=O)/C(C#N)=C/c1cn(CCC(=O)O)nc1-c1ccc(OC)cc1	-5	i	i	i	i	0	i	-2	i	-8	3
19	CCCNC(=S)N1CCC(n2cnc3ccccc32)CC1	-5	i	i	i	i	-2	i	-3	i	-2	1

Continued:
No.	compound	Dyrk1A ADPGlo	KCNK9 inh	PolyA inh	RGS4 pot	KCNQ1 inh	GSK3B inh	KCNK3 block	GSK3A inh	KCNQ1 pot	hERG rescue	HDAC3 inhib
31	Cc1ccc(-n2ncc3c2CC(C)(C)CC3NC(=O)CCCN2CCCCC2=O)cc1 (centres undefined)	2	i	i	i	i	.	i	-1	i	-6	-2
32	Clc1ccc(Cn2ccc(-c3ccc4c(c3)OCO4)n2)cc1Cl	4	i	i	i	i	0	i	0	i	-8	4
33	Cc1nc(NC(=O)COC(=O)C(NC(=O)c2ccco2)C(C)C)c(Cl)cc1Cl (centres undefined)	5	i	i	i	i	0	i	6	i	-11	13
34	CCC(=O)NC(Nc1cc(C)ccn1)(C(F)(F)F)C(F)(F)F	-1	i	i	i	i	2	i	-1	i	4	2
35	c1ccc(SCc2cc(-c3ccccc3)no2)cc1	-10	i	i	i	i	1	-10*	-1	i	-9	-6
36	CCOC(=O)c1ccc(NC(=O)COc2ccc(-n3cnnn3)cc2)cc1	1	i	i	i	i	0	i	-1	i	-1	5
37	O=C(CCCN1C(=O)c2ccccc2C1=O)Nc1ccc(Br)cn1	-7	i	i	i	i	1	i	4	i	-8	.
38	Cc1ccc(C2/C(=C(/O)c3ccccc3)C(=O)C(=O)N2CCN2CCOCC2)o1 (centres undefined)	6	i	i	i	i	2	i	-4	i	-7	14
39	CCN(C(=O)C1CCN(c2nc(-c3ccc(OC)cc3)no2)CC1)c1ccc(OC)cc1	6	i	i	i	i	2	i	-7	i	-25	-2
40	CCc1cc2c(=O)n(Cc3ccco3)c(SCC(=O)N3CCCc4ccccc43)nc2s1	2	i	i	i	6*	-2	i	-32	i	-7	11
41	COc1ccc(N(CC(=O)NCc2ccccn2)S(=O)(=O)c2ccccc2[N+](=O)[O-])c(OC)c1	-4	i	i	i	i	-1	i	-1	i	-10	2
42	CCOC(=O)C1=C(C)NC(=S)NC1c1cc(C)sc1C (centres undefined)	17	i	i	i	i	0	i	-1	i	-15	1
43	COc1ccc(S(=O)(=O)N2CCCC2)cc1Br	12	i	i	i	i	0	i	-2	i	-1	0
44	Cc1ccc(NC(=O)CSC2=C(C#N)C(c3ccco3)C3=C(CC(C)(C)CC3=O)N2)cc1 (centres undefined)	1	i	i	i	i	1	i	1	i	-8	9
45	Cc1ccccc1C1CCCN(Cc2nc(CC3CC3)no2)C1 (centres undefined)	-4	i	i	i	i	2	i	-1	i	-18	-1
46	Cc1ccccc1NCC(=O)N/N=C/c1c(C)c(C(=O)c2ccc(Cl)cc2)n2ccccc12	-4	i	i	i	7*	-1	i	-2	i	-22	-5
47	CCCCCCCC(=O)NNC(=O)c1ccc([N+](=O)[O-])cc1	6	i	i	i	i	3	i	-2	i	-9	-5
48	Cn1cc([N+](=O)[O-])c(C(=O)Nc2cnn(Cc3ccc(F)cc3)c2)n1	-7	i	i	i	i	-26	i	.	i	-5	.
49	O=C(O)c1cccc(Cn2c(Cl)c(/C=N/NC(=O)c3ccccc3O)sc2=O)c1	4	i	i	i	i	3	i	-4	i	-5	10
50	CC(C)(C)c1ccc(C(=O)NCC(=O)N2CCC3(CC2)NCCc2[nH]cnc23)cc1	-2	i	i	i	i	0	i	-1	i	-4	-2
51	CSc1ccccc1NC(=O)C1CCN(S(C)(=O)=O)CC1	4	i	i	i	i	1	i	-2	i	-2	-2
52	CN(C)c1nc(NC(C)(C)C)nc(NC(C)(C)C)n1	.	i	.	i	i	0	i	-3	i	-17	-4
53	COc1ccc(CCc2cc(OC)cc(=O)o2)cc1	-7	i	i	i	i	1	i	-1	i	-7	6
54	COc1cc(/C=C2/SC(=S)N(CC(=O)NC(C)(C)C)C2=O)cc(OC)c1OC	0	i	i	i	i	1	i	-3	i	-10	-5
55	CCOP(=O)(OCC)C(NC(=O)C(F)(F)F)c1ccccc1 (centres undefined)	-1	i	i	i	i	1	i	-2	i	-8	2
56	CCOC1=NN(c2ccc(Cl)cc2)C(=O)/C1=C\N(C)C	3	i	i	i	i	3	i	0	i	-12	-5
57	COC(=O)CNc1n[nH]c(=S)[nH]c1=O	1	i	i	i	i	5	i	-3	i	-6	-4
58	COc1ccc(S(=O)(=O)N2CCC3(CC2)OCCN3S(=O)(=O)c2c(C)cc(C)cc2C)cc1	0	i	i	i	i	-8	i	-2	i	-12	-13

Looked up by compound from the entries so far:
No.	compound	Dyrk1A ADPGlo	KCNK9 inh	PolyA inh	RGS4 pot	KCNQ1 inh	GSK3B inh	KCNK3 block	GSK3A inh	KCNQ1 pot	hERG rescue	HDAC3 inhib
19	CCCNC(=S)N1CCC(n2cnc3ccccc32)CC1	-5	i	i	i	i	-2	i	-3	i	-2	1
36	CCOC(=O)c1ccc(NC(=O)COc2ccc(-n3cnnn3)cc2)cc1	1	i	i	i	i	0	i	-1	i	-1	5

Screening results: PubChem BioAssay, several laboratories

Not all compounds are listed (hit frequency here may not be typical).
